aSyn yeast inh – rescues yeast growth from alpha-synuclein toxicity; Yeast expressing alpha-synuclein, growth rescue, BacTiter-Glo, 24 h; 370,000 tested, 0.14% active; AID 652106; Potency, µM (titrated, usually from 46.1 µM), for inactives: at the highest dose growth rescue (activation), usual class: activators; further: potency means the concentration at half of the fitted maximal effect; % of control where 0% means no effect; nearly all actives have a fitted effect of over 65% in size
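Readout is rescue of growth in alpha-synuclein-expressing yeast, so inhibitors of toxicity appear as activators. Growth after 24 hr at 30 deg C in galactose medium is quantified by luminescence.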
EPAC2 antagonist – antagonists of human EPAC2 | Q8WZA2 | EPAC2 GEF exchange of Rap1B-BODIPY-GDP, fluorescence | Potency, µM (titrated, usually from 114 µM), without a hit: at the highest dose activity, negative = inhibition, usual class: inhibitors | 360,000 tested, 0.18% active | AID 720708; further: potency means the concentration at half of the fitted maximal effect; on the % scale 0 is the no-effect control and ±100 the full control effect; nearly all actives have a fitted effect of over 45% in size; many of its hits are not listed in these tables
Target sequence (Q8WZA2 whole entry, looked up): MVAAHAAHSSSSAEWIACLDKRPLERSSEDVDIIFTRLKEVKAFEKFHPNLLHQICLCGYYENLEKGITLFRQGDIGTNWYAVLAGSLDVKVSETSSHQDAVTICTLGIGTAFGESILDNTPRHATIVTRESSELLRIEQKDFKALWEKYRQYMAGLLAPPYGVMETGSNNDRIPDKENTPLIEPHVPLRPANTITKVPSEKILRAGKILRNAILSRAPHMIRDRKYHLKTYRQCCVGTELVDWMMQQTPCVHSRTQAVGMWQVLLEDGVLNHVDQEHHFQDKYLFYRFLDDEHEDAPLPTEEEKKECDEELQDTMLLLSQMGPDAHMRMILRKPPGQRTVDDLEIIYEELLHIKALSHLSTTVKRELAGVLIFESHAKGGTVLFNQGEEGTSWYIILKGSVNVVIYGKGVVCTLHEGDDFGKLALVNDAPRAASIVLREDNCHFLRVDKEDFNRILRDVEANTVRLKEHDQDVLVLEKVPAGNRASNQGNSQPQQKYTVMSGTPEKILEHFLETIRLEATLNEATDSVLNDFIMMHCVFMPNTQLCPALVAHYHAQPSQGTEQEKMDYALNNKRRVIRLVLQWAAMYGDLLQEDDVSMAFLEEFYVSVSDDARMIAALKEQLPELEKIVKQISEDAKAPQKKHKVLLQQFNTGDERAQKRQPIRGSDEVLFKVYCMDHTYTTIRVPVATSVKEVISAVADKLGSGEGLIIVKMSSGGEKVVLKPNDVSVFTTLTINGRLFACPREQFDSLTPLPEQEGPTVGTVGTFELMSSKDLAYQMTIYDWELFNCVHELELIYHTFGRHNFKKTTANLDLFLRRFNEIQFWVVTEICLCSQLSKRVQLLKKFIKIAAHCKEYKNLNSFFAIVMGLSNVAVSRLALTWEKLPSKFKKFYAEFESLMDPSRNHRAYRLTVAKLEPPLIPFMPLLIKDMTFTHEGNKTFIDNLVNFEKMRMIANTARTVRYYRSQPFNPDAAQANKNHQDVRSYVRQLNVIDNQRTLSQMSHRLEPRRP
TDP43 rescue – TDP-43 toxicity inhibition in yeast; Potency, µM (highest dose often 46.1 µM), inactives show at the top dose growth rescue (activation), usual class: activators; AID 652104; TDP-43 expressing yeast growth rescue, BacTiter-Glo, 24 h; 410,000 tested, 1.8% active; further: potency means the concentration at half of the fitted maximal effect; % of control where 0% means no effect; nearly all actives have a fitted effect of over 50% in size
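Luminescence from BacTiter-Glo reports growth of TDP-43-expressing yeast after 24 hr at 30 deg C with compound. Cells were raffinose-pregrown to mid-log, then seeded in galactose medium at OD600=0.02.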
FUS suppressor – FUS proteinopathy suppression in yeast | S. cerevisiae FUS-expressing, growth rescue, OD600, 24 h | Potency, µM (highest dose often 76.6 µM), for the others: top-dose growth rescue (activation), usual class: activators | 390,000 tested, 0.24% active | AID 1347120;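 further: potency means the concentration at half of the fitted maximal effect; plate controls were DMSO vehicle for no effect and reference control for full effect; nearly all actives have a fitted effect of over 55% in size; some results filed as inactive show a strong effect at the top dose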
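Yeast expressing FUS under galactose induction, OD 0.005 in 2% galactose medium; compounds in a dilution series, 24 h at 30C. Growth rescue by absorbance at 600 nm; CP55940 positive control, DMSO negative.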
EPAC2 agonist – activates human EPAC2 exchange factor; Q8WZA2; EPAC2 activation, biochemical qHTS; response scale: 100% = 6.5 mM cAMP response; Potency, µM (doses to about 154 µM), without a hit: at the top dose activation, actives largely listed as activators; 360,000 tested, 0.079% active; further: potency means the concentration at half of the fitted maximal effect; nearly all actives have a fitted effect of over 50% in size
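Exchange assay: 100 nM EPAC2 with 250 nM Rap1B-BODIPY-GDP and 50 uM GDP. Fluorescence (ex 480/em 540 nm) read every 5 min for 30 min at room temperature. Data normalized to 6.5 mM cAMP as agonist control.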
DRD3 agonist – activates the human D3 dopamine receptor | D3R DiscoveRx beta-arrestin cells, luminescence, 90 min | max activation, % | 410,000 tested, 0.58% active; in the data active means max activation above about 30%; further: 0% is about no effect; mostly tested at two doses, the higher about 12 µM
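Agonist mode: compounds and dopamine controls were applied to plated cells for 90 min at 37 degrees C after an overnight attachment at 1500 cells/well. Luminescent read-out followed 30 - 60 minutes at room temperature with DiscoveRx detection reagent.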
D3 antag – D3 dopamine receptor (human) antagonism; D3R cells, DiscoveRx beta-arrestin luminescence, antagonist mode; hits give low values; max response, negative = inhibition, %; 360,000 tested, 2.5% active; in the data active means max response below about -50%; inconclusive means no clear call, values can overlap the other calls; further: on the % scale 0 is the no-effect control and ±100 the full control effect; mostly tested at two doses, the higher about 12 µM
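Cells expressing the human receptor were seeded at 1500 cells/well, incubated overnight at 37 degrees C in 5% CO2, then exposed to library compounds with dopamine controls for 90 minutes at 37 degrees C before luminescent detection.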
Abeta yeast res – restores growth of yeast expressing A-beta42 peptide; yeast expressing A-beta42, growth rescue, OD600, 48 h; response scale: 0% DMSO, 100% iron-clioquinol control; Potency, µM (highest dose often 46.1 µM), inactives show at the highest dose growth rescue, hits mostly activators; 410,000 tested, 0.063% active; AID 1347071; further: potency means the concentration at half of the fitted maximal effect; nearly all actives have a fitted effect of over 55% in size
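Yeast A-beta toxicity model in growth medium with pinned compounds, 48 h at 30 C; growth read as absorbance at 600 nm. Normalized to FeCl3/clioquinol equimolar mix (positive) and DMSO (negative).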
* hit, by the source's call; ? = inconclusive; / = not tested or not shown; [ ] = dose if it differs, or a comment. Unless noted, the call rests on the fitted dose curve; in most records, active means well fitted curve in the direction sought with a large enough effect; inconclusive means small, poorly fitted or top-dose-only effect, or another doubt; inactive means no such curve, though single readings can be large; an effect the other way counts as inactive or inconclusive.

SMILES	aSyn yeast inh	EPAC2 antagonist	TDP43 rescue	FUS suppressor	EPAC2 agonist	DRD3 agonist	D3 antag	Abeta yeast res
COCCCNC(=S)N(CCCO)Cc1cc2cc3c(cc2[nH]c1=O)OCO3	4%	0%	10%	-19%	3%	1	1	3%
O=C(c1ccc(N2CCCC2=O)cc1)N1CCN(c2ccc(Cl)cc2)CC1	9%	-8%	?	23%	0%	17	27	-16%
CCCSC1=NC2(CCN(C(=O)NC3CCCCC3)CC2)N=C1c1ccc(Cl)cc1	/	/	24%	5%	/	1	/	5%
CC(C)=CCCC(C)NC(=O)NC1CCCCC1 (stereo unspecified)	-1%	-1%	-2%	-8%	0%	-2	3	0%
O=C(NC1CCCCCC1)C(=S)N1CCCC1	-3%	-4%	/	8%	3%	-8	-29	-13%
CC(C)CC(OC(=O)c1nsc(Cl)c1Cl)C(=O)NCc1cccs1 (stereo unspecified)	-4%	0%	15%	17%	3%	3	11	1%
COc1ccc(NS(=O)(=O)c2ccc(SC)cc2)c(OC)c1	7%	-4%	8%	13%	5%	-26	-17	11%
N/C(=N\OC(=O)COc1ccc(Cl)cc1Br)c1cccnc1	-3%	-7%	0%	13%	12%	-6	-10	-9%
CCc1ccc(N2NC(=O)/C(=C/C=C/c3ccco3)C2=O)cc1	-2%	-3%	-14%	/	-5%	-15	-23	-6%
Cc1ccc2oc(=O)n(CC(=O)O)c2c1	5%	-9%	20%	-22%	1%	0	53	11%
CCCNc1cc(C)oc(=O)c1C(=O)CCC	0%	6%	7%	-1%	6%	-4	-14	-8%
Cc1ccc(C(C)C)cc1OCC(=O)Nc1ccc(-n2cnnn2)cc1	5%	-12%	?	28%	-7%	1	10	?
Oc1ccc(NC(=S)Nc2ccc(O)cc2)cc1	5%	3%	-7%	-14%	3%	0	1	2%
COc1ccc(OC)c(NC(=O)Cn2c(-c3ccc(Cl)cc3)noc2=O)c1	6%	15%	-4%	27%	4%	-4	-7	-4%
COc1ccc(CNC(=O)CCCn2c(SCC#N)nc3cc4c(cc3c2=O)OCO4)cc1	-4%	4%	0%	10%	5%	1	14	4%
O=C(c1cc2ccccc2oc1=O)N1CCCC1	2%	1%	-2%	1%	-2%	1	-10	3%
COc1ccc(S(=O)(=O)N2CCCOC2CNC(=O)C(=O)NCc2cccnc2)cc1 (stereo unspecified)	0%	3%	-11%	/	-3%	2	4	1%
Cc1ccc(F)cc1NC(=O)C12CC3CC(C1)CC(n1cnc([N+](=O)[O-])n1)(C3)C2	-1%	4%	13%	3%	0%	1	-16	16%
CC(=O)N1CC=C2C(C#N)=C(N)C(C#N)(C#N)C(CCc3ccccc3)C2C1 (stereo unspecified)	?	-22%	0%	-9%	24%	-4	-12	-2%
CC(=O)Nc1ccc2c(c1Br)Cc1ccccc1-2	-9%	8%	18µM*	-1%	-3%	2	-13	-17%
OCCC1CN(Cc2cnc(N3CCCC3)s2)CCN1Cc1ccccc1 (stereo unspecified)	6%	6%	1%	-15%	-10%	-23	-13	-22%
CCC(=O)Nc1cc(C(=O)OCc2ccc(C(=O)Oc3ccccc3)cc2)ccc1C	-4%	-1%	-10%	/	-5%	-7	-3	-18%
Cc1cc(-n2c(=O)c(C#N)cc3c(=O)n4cccc(C)c4nc32)no1	-7%	13%	17%	19%	-4%	0	-11	-6%
Cc1cc(C(=O)CSc2nc3ccccc3n2CCC#N)c(C)n1Cc1cccs1	-7%	11%	0%	35%	0%	0	17	13%
COc1ccccc1NC(=O)N1CCCC1C(=O)NCC1CCCO1 (stereo unspecified)	-1%	8%	7%	14%	-1%	6	22	0%
CCCc1c(CC)c(=N)c2ccccc2n1C	-1%	9%	0%	22%	7%	-4	4	-23%
O=C(NCc1ccco1)c1ccc(NC(=O)C2COc3ccccc3O2)cc1 (stereo unspecified)	1%	3%	17%	-6%	11%	-6	6	11%
O=C(CCn1nc(-c2ccccc2)ccc1=O)NCCCN1CCCCCC1	0%	14%	22%	14%	0%	-8	-10	-15%
CC(C)c1ccc(S(=O)(=O)N2CCC(C(=O)N3CCN(c4cccc(Cl)c4)CC3)CC2)cc1	13%	2%	15%	-20%	-4%	2	-4	9%
COc1ccc(-c2ccc3c(c2)S(=O)(=O)c2cccc(C(=O)N4CCN(c5ccccn5)CC4)c2C3=O)cc1OC	7%	4%	8%	?	-7%	19	25	-14%
Cc1ccc(-c2c(CN3CCN(c4cccc(C)c4C)CC3)csc2C)cc1	/	/	-6%	15%	/	-19	/	-43%[inhibitor]
Cc1cccc2sc(NC(=O)C3CCCN(S(=O)(=O)c4cccc5nonc45)C3)nc12 (stereo unspecified)	-1%	0%	13%	-22%	0%	4	24	1%[9.22 µM]
Cc1ccc(NC(=O)c2ccc(Nc3ccccc3F)nc2)cc1	-1%	-1%	2%	-24%	-3%	1	7	-11%
COc1ccccc1NC(=O)/C(N=Nc1ccc(C)c(S(=O)(=O)Nc2ccccc2Cl)c1)=C(\C)O	3%	-2%	-8%	0%	-1%	-6	4	5%
CCOc1ccc2nc(SCC(=O)c3ccccc3)sc2c1	-16%	-1%	10%	-10%	7%	0	6	24%
Cc1ccc(S(=O)(=O)CCc2nnc(NC(=O)C3CCCO3)s2)cc1 (stereo unspecified)	5%	-5%	?	-2%	2%	-2	9	5%
Cc1ccc(S(=O)(=O)NCC(=O)N(CC(=O)NCc2ccc(F)cc2)CC2CCCO2)cc1 (stereo unspecified)	-2%	11%	-24%	2%	1%	-5	-4	3%
CCCNC(=O)C1CCC(Cn2c(=O)c3sccc3n(Cc3ccccc3F)c2=O)CC1 (stereo unspecified)	/	/	6%	-7%	/	4	/	-5%
Cc1ccc(NC(=O)COC(=O)CCc2c[nH]c3ccccc23)c(C)c1	0%	-4%	12%	-12%	-4%	-2	18	27%
Cc1nc(-c2ccccc2)sc1-c1nc(-c2ccncc2)ncc1S(=O)(=O)c1ccccc1	-11%	3%	?	5%	9%	4	7	-8%
O=C(NCc1ccc(N2CCCC2=O)cc1)c1cc(COc2c(F)cccc2F)on1	1%	20%	17%	/	-5%	8	29	4%
O=C(NCc1ccccc1)Nc1cccn(Cc2ccccc2)c1=O	1%	-2%	16%	0%	-4%	1	2	13%
CN(Cc1ccco1)C(=O)C1CCC(=O)N(CCc2cccc(F)c2)C1 (stereo unspecified)	-1%	10%	-30%	7%	7%	3	-22	-10%
CCOC(=O)N1CCN(S(=O)(=O)c2ccc(C(=O)Nc3ccc4c(c3)C(=O)NC4=O)cc2)CC1	0%	14%	-3%	/	-1%	-12	17	-5%
N=C1/C(=C\c2ccc(OC(=O)c3ccco3)cc2)C(=O)N=C2SC(N3CCCCC3)=NN12	-22%	-16%	19%	?	18%	-2	3	2%
Cc1ccc2[nH]c3c(=O)n(CCN4CCNCC4)cnc3c2c1	15%	0%	21%	-13%	4%	1	-11	6%
CCOc1ccccc1Nc1nc(N)nc(Cl)c1CC	2%	6%	-2%	-6%	5%	5	11	-9%
O=[N+]([O-])c1cccc(NC(=S)N2CCc3ccccc3C2)c1	4%	-7%	18%	-9%	19%	-6	-28	?
Cc1cc(Nc2cc(F)ccc2C)nc(-n2nc(C)cc2C)n1	/	/	?	14%	/	-2	/	?
CCCCNC(=O)C[C@@H]1C[C@@]2(C(=O)OCC)CCC=C2N(Cc2cccc3ccccc23)C1=O	8%	-7%	14%	43%	11%	-3	0	-3%
S=C(NCc1ccccc1)N/N=C/c1cccs1	-1%	-12%	?	-20%	0%	1	28	?
COC(=O)c1ccc2ccccc2c1OC1OC(CO)C(O)C(O)C1NC(C)=O (stereo unspecified)	-4%	-19%	1%	-22%	-3%	13	17	-14%
CN(Cc1ccccc1)Cc1c[nH]c2ccccc12	4%	0%	-12%	18%	1%	1	-82*	0%
CCOC(=O)C1=C(CSc2nc(-c3ccccc3)ccc2C#N)OC(N)=C(C#N)C1c1ccccc1 (stereo unspecified)	11%	-1%	22%	43%	2%	0	8	-46%[inhibitor]
O=C(CSc1nnc(COc2ccc(Cl)cc2)n1Cc1ccco1)N1CCNC1=O	-7%	-2%	-9%	8%	5%	5	0	-2%
COc1ccc(OC)c(NC(=O)c2oc3c(c2C)C(O)CC(C)(C)C3)c1 (stereo unspecified)	5%	-7%	4%	20%	-2%	-2	11	-4%
COc1ccc(CCNC(=O)/C(C#N)=C/c2cccc(OCc3ccccc3)c2)cc1OC	10%	12%	0%	56%	8%	3	-5	18%
Nc1nc(SCC(=O)NCC2CCCO2)[nH]c(=O)c1NC(=O)c1ccco1 (stereo unspecified)	0%	8%	12%	-21%	16%	3	3	10%
COc1ccc(CCN(C)C2CCCN(S(C)(=O)=O)C2)cc1OC (stereo unspecified)	0%	-4%	6%	-16%	7%	0	111	-17%
CCc1nnc(NC(=O)Nc2ccc(Cl)cc2)s1	-1%	18%	6%	-31%	7%	-1	-2	0%
O=C(CN(Cc1ccco1)C(=O)c1ccc(N2CCCC2=O)cc1)Nc1ccccc1C(F)(F)F	8%	15%	16%	16%	0%	1	17	12%
Cc1ccc2oc3c(c(=O)c2c1)C(c1ccc(O)cc1)N(c1nc(C)c(C)s1)C3=O (stereo unspecified)	/	/	-13%	-6%	/	-15	/	-15%

Entries of single compounds as entered above:
Results for N/C(=N\OC(=O)COc1ccc(Cl)cc1Br)c1cccnc1 : aSyn yeast inh = -3%; EPAC2 antagonist = -7%; TDP43 rescue = 0%; FUS suppressor = 13%; EPAC2 agonist = 12%; DRD3 agonist = -6; D3 antag = -10; Abeta yeast res = -9%
Results for Cc1ccc(NC(=O)c2ccc(Nc3ccccc3F)nc2)cc1 : aSyn yeast inh = -1%; EPAC2 antagonist = -1%; TDP43 rescue = 2%; FUS suppressor = -24%; EPAC2 agonist = -3%; DRD3 agonist = 1; D3 antag = 7; Abeta yeast res = -11%
Results for OCCC1CN(Cc2cnc(N3CCCC3)s2)CCN1Cc1ccccc1 (stereo unspecified) : aSyn yeast inh = 6%; EPAC2 antagonist = 6%; TDP43 rescue = 1%; FUS suppressor = -15%; EPAC2 agonist = -10%; DRD3 agonist = -23; D3 antag = -13; Abeta yeast res = -22%

Screens (PubChem)

Not all compounds are listed; the hit share may differ from the screen's.
